Screening results from PubChem.
CCHF vOTU inh: CCHFV vOTU protease inhibitors, primary screen, biochemical, Pep-AMC substrate, fluorescence; Crimean-Congo hemorrhagic fever virus L polyprotein viral ovarian tumor (vOTU) protease …; inhibition, % at 11.5 µM; 370,000 compounds, 0.55% hits; AID 651958, 2012; in the data active = inhibition above about 30%; also: 0% = vehicle wells with enzyme and 100% = no enzyme wells
The depositor's hits bear a star. This is a subset; rates above refer to the full screens.

no.	smiles	CCHF vOTU inh
1	CCN(C(=O)COC(=O)c1ccc(Sc2ncn[nH]2)c([N+](=O)[O-])c1)c1ccccc1C	0
2	O=C(Nc1cccc(Br)c1)OC1CC2CC1[C@H]1CCCCN1C2 (stereo partly specified)	-5
3	CC(C)C(NC(=O)OCc1ccccc1)P(=O)(Oc1ccccc1)Oc1ccccc1 (stereo unspecified)	11
4	CN1Cc2nnn(Cc3ccccc3)c2-c2cc(F)ccc2S1(=O)=O	-6
5	CCCCCc1ccc(NC(=O)OCCCN2CCC3(CCC(c4ccccc4)CC3)C2=O)cc1 (stereo unspecified)	13
6	O=C1CCC2(CCC(c3ccc(Cl)cc3)CC2)N1CCO (stereo unspecified)	-3
7	Cc1nc2ccc(S(=O)(=O)NCC(=O)NCc3ccc(F)cc3)cc2s1	-3
8	CC(C)C(=O)N1CCC(Oc2cccnc2)CC1	-1
9	O=S(=O)(c1ccc(F)cc1)n1c(CN2CCOCC2)nc2ccccc21	2
10	Cc1ccc(-c2nnc(SCC(=O)Nc3ccc(OCc4ccccc4)cc3)n2-c2ccc(Cl)cc2)cc1	-2
11	COc1ccc(CN2CCC(CNC(=O)NC(C)C)CC2)cc1	17
12	CN1C(=O)CCS(=O)(=O)C1c1ccc(Cl)cc1 (stereo unspecified)	-5
13	Cn1cccc1C(=O)N1CCN(S(=O)(=O)c2ccc(Br)s2)CC1	-3
14	CCN1CCCCC(NC(=O)c2ccc(F)cc2)C1=O (stereo unspecified)	0
15	Cn1c(SCC(=O)Nc2ccccc2-c2ccccc2)nnc1-c1ccccc1	6
16	O=S1(=O)c2ccc(Br)cc2OC[C@@H](Cc2ccccc2)N1Cc1cn(CCC2OCCO2)nn1	-3
17	c1csc(-c2nnc(SCc3cccc4ccccc34)o2)c1	6
18	Cc1ccc2c(c1)C(CS(=O)(=O)NCc1ccccc1)NC2 (stereo unspecified)	4
19	CCOC(=O)[C@]12CCCCC/C=C\1N(Cc1ccc(OC)cc1)C(=O)[C@H]2CC(=O)N1CCN(C(=O)C2CC2)CC1	4
20	CC(C)CNC(=O)OCc1cn(Cc2ccc(Cl)cc2)nn1	-4
21	COc1ccc(CN2C[C@]3(C=C(C)Cn4c(=O)n(-c5ccccc5)c(=O)n43)N=C2NC(=O)c2ccccc2)c(OC)c1	7
22	N#Cc1cccc(Cn2ccc3ccc(-c4ccc5ccn(Cc6ccccc6)c5c4)cc32)c1	8
23	O=C(NCCc1c[nH]c2ccccc12)OCc1cn(Cc2cccc(Cl)c2)nn1	3
24	O=C(NCc1ccccc1)N1CCN(Cc2nc3ccccc3c(=O)[nH]2)CC1	-5
25	COc1cccc(NC(=O)NC2CCCCN(Cc3ccccc3C)C2=O)c1 (stereo unspecified)	1
26	O=[N+]([O-])c1cccc(NCCCN2CCC(C(O)(c3ccccc3)c3ccccc3)CC2)c1	2
27	Cc1cc(OC(C)CCN2CCC(C(O)(c3ccccc3)c3ccccc3)CC2)ccc1Br (stereo unspecified)	8
28	CC(=O)Nc1c(-c2ccc(C)cc2)nc2ncccn12	-67
29	Cc1ccc(CN2CCCCC(NC(=O)C3CCCCC3)C2=O)cc1 (stereo unspecified)	6
30	CC(C)(C)N(NC(=O)NCCCl)C(=O)c1ccccc1Cl	2
31	COC(=O)c1cccc(Cn2ccc3ccc(-c4ccc5ccn(C(=O)C6CC6)c5c4)cc32)c1	6
32	O=C(OC12CCCN(C1)/C(=C/c1ccc(Cl)cc1)C2)C1CCCCC1 (stereo unspecified)	-3
33	CN(Cc1ccc(F)cc1)C(=O)c1cccc2c1C(=O)N(Cc1cccnc1)C2	3
34	COc1ccc(S[C@]2(C(=O)N3CCOCC3)CC(=O)N(c3ccccc3)[C@@H]2c2ccc(OC)cc2)cc1	-2
35	Cc1ccc(Cn2cc(CN3[C@@H](CC(C)C)COc4cc(Br)ccc4S3(=O)=O)nn2)cc1	0
36	O=C(CCCCCN1C(=O)C2C3C=CC(C3)C2C1=O)Nc1ccc2ncccc2c1 (stereo unspecified)	69*
37	Cc1c[nH]c2cccc(-c3ccccc3)c12	1
38	C=CS(=O)(=O)N(Cc1ccc(F)cc1)C(=C)C(=O)OC	2
39	CCN1CCCCC(NC(=O)COCc2ccccc2)C1=O (stereo unspecified)	9
40	CC(C)C[C@@H](CO)N1Cc2nnn(Cc3ccccc3)c2-c2ccccc2S1(=O)=O	-5
41	O=C(OCc1cn(Cc2ccccc2F)nn1)N1CCCC1	0
42	COC(=O)[C@@H]1C[C@@]2(c3ccccc3)c3ccccc3N(S(=O)(=O)c3ccccc3)[C@H]2N1C(=O)CNC1CCCCC1	-1
43	C[C@H]1CCCN1c1ccc2c(c1)OCCCN(C1CC1)S2(=O)=O	-7
44	CCN(CC)C(=O)CN1C(=O)C2CCCCN2C(=O)c2ccccc21 (stereo unspecified)	-4
45	OC(c1ccccc1)(c1ccccc1)C1CCN(CCCNc2cccc(OC(F)(F)F)c2)CC1	15
46	CCOC(=O)[C@@H]1CSCCS(=O)(=O)N1Cc1ccccc1	0
47	O=C(CSc1nnc(COc2ccccc2)n1-c1ccc(Cl)cc1)Nc1ccc(OCc2ccccc2)cc1	-3
48	COC(=O)C1CN(CCc2ccccc2)CCS(=O)(=O)N1Cc1ccc(F)cc1 (stereo unspecified)	17

Sorted by SMILES length (lowest first): 21 of the compounds above.
no.	smiles	CCHF vOTU inh
37	Cc1c[nH]c2cccc(-c3ccccc3)c12	1
39	CCN1CCCCC(NC(=O)COCc2ccccc2)C1=O (stereo unspecified)	9
41	O=C(OCc1cn(Cc2ccccc2F)nn1)N1CCCC1	0
28	CC(=O)Nc1c(-c2ccc(C)cc2)nc2ncccn12	-67
30	CC(C)(C)N(NC(=O)NCCCl)C(=O)c1ccccc1Cl	2
46	CCOC(=O)[C@@H]1CSCCS(=O)(=O)N1Cc1ccccc1	0
44	CCN(CC)C(=O)CN1C(=O)C2CCCCN2C(=O)c2ccccc21 (stereo unspecified)	-4
43	C[C@H]1CCCN1c1ccc2c(c1)OCCCN(C1CC1)S2(=O)=O	-7
32	O=C(OC12CCCN(C1)/C(=C/c1ccc(Cl)cc1)C2)C1CCCCC1 (stereo unspecified)	-3
24	O=C(NCc1ccccc1)N1CCN(Cc2nc3ccccc3c(=O)[nH]2)CC1	-5
48	COC(=O)C1CN(CCc2ccccc2)CCS(=O)(=O)N1Cc1ccc(F)cc1 (stereo unspecified)	17
33	CN(Cc1ccc(F)cc1)C(=O)c1cccc2c1C(=O)N(Cc1cccnc1)C2	3
36	O=C(CCCCCN1C(=O)C2C3C=CC(C3)C2C1=O)Nc1ccc2ncccc2c1 (stereo unspecified)	69*
27	Cc1cc(OC(C)CCN2CCC(C(O)(c3ccccc3)c3ccccc3)CC2)ccc1Br (stereo unspecified)	8
40	CC(C)C[C@@H](CO)N1Cc2nnn(Cc3ccccc3)c2-c2ccccc2S1(=O)=O	-5
45	OC(c1ccccc1)(c1ccccc1)C1CCN(CCCNc2cccc(OC(F)(F)F)c2)CC1	15
26	O=[N+]([O-])c1cccc(NCCCN2CCC(C(O)(c3ccccc3)c3ccccc3)CC2)c1	2
31	COC(=O)c1cccc(Cn2ccc3ccc(-c4ccc5ccn(C(=O)C6CC6)c5c4)cc32)c1	6
47	O=C(CSc1nnc(COc2ccccc2)n1-c1ccc(Cl)cc1)Nc1ccc(OCc2ccccc2)cc1	-3
34	COc1ccc(S[C@]2(C(=O)N3CCOCC3)CC(=O)N(c3ccccc3)[C@@H]2c2ccc(OC)cc2)cc1	-2
42	COC(=O)[C@@H]1C[C@@]2(c3ccccc3)c3ccccc3N(S(=O)(=O)c3ccccc3)[C@H]2N1C(=O)CNC1CCCCC1	-1

Further entries.
no.	smiles	CCHF vOTU inh
49	O=C1C[C@H](C(=O)Nc2ccc(Cl)cc2)[C@@H](c2ccccc2)O1	-3
50	Cc1ccc(C(=O)n2ccc3ccc(-c4ccc5ccn(Cc6ccc(C#N)cc6)c5c4)cc32)cc1	18
51	CCCC(=O)N1c2ccc(Cl)cc2C(c2ccccc2)=NCC1C(=O)NC(C)(C)C (stereo unspecified)	0
52	C#CCNC(=O)C[C@@H]1C[C@]2(C(=O)OCC)CCC3=C2N(CCC3)C1=O	-8
53	C[C@@H]1COc2cc(Br)ccc2S(=O)(=O)N1Cc1cn(Cc2ccc(C(F)(F)F)cc2)nn1	5
54	O=C(OC12CCCN(C1)/C(=C/c1ccccc1)C2)c1ccccc1 (stereo unspecified)	3
55	COC(=O)C1CN(CC(C)C)CCS(=O)(=O)N1Cc1ccc(F)cc1 (stereo unspecified)	1
56	COC(=O)[C@]12C[C@H](CC(=O)NCc3ccccc3)C(=O)N(Cc3cccc4ccccc34)C1=C[C@H](C1CCCC1)O[C@@H]2C	19
57	CCOC(=O)C1=NOC(C(C)=O)(C(=O)Nc2cc(C)cc(C)c2)C1 (stereo unspecified)	-4
58	COC(=O)[C@]12C[C@H](CC(=O)NCc3ccc(OC)c(OC)c3)C(=O)N(Cc3cccc4ccccc34)C1=C[C@H](C1CCCC1)O[C@@H]2C	20
59	Cc1cc(C(=O)O[C@H]2CCC[C@@]3(C(=O)N(Cc4ccccc4)c4ccccc43)[C@H]2NC(=O)CCc2ccccc2)no1	1
60	N[C@H](C(=O)N[C@@H](Cc1ccccc1)C(=O)N1CCC2CCN(S(=O)(=O)c3ccccc3)CC21)c1ccccc1 (stereo partly specified)	4
61	Cc1cccc(NC(=O)NCCCN2CCN(c3ccc(F)cc3)CC2)c1	-3
62	COc1ccc(Cn2cc(CN3[C@@H](C)COc4cc(Br)ccc4S3(=O)=O)nn2)cc1	0
63	CC(C)CN(CC(C)C)C(=O)c1cn(C(C)c2ccccc2)nn1 (stereo unspecified)	10
64	CC1=C2N=C(N)N(Cc3ccccc3)C(Cc3ccccc3)C2n2c(=O)n(-c3ccccc3)c(=O)n2C1 (stereo unspecified)	5
65	O=C(Nc1ccc2ncccc2c1)c1cc(-c2ccc(Cl)cc2)nc2ccccc12	-1
66	CN(C)[C@@H]1CCN(c2cccc3c2S(=O)(=O)N(C2CC2)CCCO3)C1	-5
67	C=CCN1C(=O)[C@H](CC(=O)NCCCCc2ccccc2)[C@@]2(C(=O)OCC)CCCC=C12	5
68	O=C(CSc1nnc(-c2ccccn2)n1-c1ccc(Cl)cc1)Nc1cccc2ccccc12	3
69	COCCCNC(=O)CSc1nnc(-c2ccncc2)n1-c1ccc(OC)cc1	-1
70	CC1CCC2(CC1)CCN(CCCOC(=O)NCc1ccc(Cl)cc1)C2=O (stereo unspecified)	12
71	CCCC[C@H]1C2CC(OC(=O)Nc3cccc(C(F)(F)F)c3)C(C2)[C@H]2CCCCN21 (stereo partly specified)	1
72	C[N+]1(C)[C@H]2CC[C@H]1CC(OC(=O)C(O)c1ccccc1)C2 (stereo partly specified)	-7
73	O=S1(=O)c2c(cccc2N2CCC[C@@H]2CO)OCCCN1C1CC1	-6
74	COC(=O)[C@]12C[C@H](CC(=O)N3CCCC3)C(=O)N(Cc3ccco3)C1=C[C@H](C1CCCC1)O[C@@H]2C	0
75	N#Cc1ccc(/C=C2\CC3(OC(=O)c4ccc(Cl)cc4)CCCN2C3)cc1 (stereo unspecified)	5
76	C=CCN(C(=O)[C@@H](C)[C@@H](O)c1ccc(Cl)cc1)c1ccccc1	-5
77	Nn1c(SCC(=O)Nc2ccccc2-c2ccccc2)nnc1-c1cc(-c2ccc(F)cc2)n[nH]1	3
78	CC(CCN1CCC(C(O)(c2ccccc2)c2ccccc2)CC1)Oc1cc(F)cc(F)c1 (stereo unspecified)	14
79	CCOC(=O)C1=C(C)NC2=C(C(=O)CC(C)(C)C2)C1c1ccc2c(c1)OCO2 (stereo unspecified)	-2
80	Cc1cc(C(=O)O[C@H]2CCC[C@]3(C(=O)N(Cc4ccccc4)c4ccccc43)[C@H]2NC(=O)CCc2ccccc2)no1	4
81	CCN(CC)C(=O)CC[C@H]1CC[C@]2(CCCN(Cc3ccncc3)C2)O1	-5
82	COC(=O)[C@]12C[C@H](CC(=O)N3CCC(c4ccccc4)CC3)C(=O)N(Cc3ccco3)C1=C[C@H](C(C)(C)C)O[C@@H]2C	21
83	O=[N+]([O-])c1ccc(Cn2ccc3ccc(-c4ccc5ccn(Cc6ccccc6)c5c4)cc32)cc1	9
84	CC[C@H](CCCCCC#N)CCC(=O)N(c1ccccc1)c1ccccc1	12
85	COC[C@@H](OC(C)=O)[C@H]1OCc2ccccc2[C@@H]1/C=C/c1ccccc1	-3
86	COC(=O)[C@H](Cc1ccccc1)NP(=O)(OC)[C@@H](C)NC(=O)OCc1ccccc1 (stereo partly specified)	-3
87	O=S(=O)(CC1NCc2cc(F)ccc21)NCc1ccc(F)cc1 (stereo unspecified)	0
88	COc1ccc(CN2CN3CCc4ccccc4C3CS2(=O)=O)cc1 (stereo unspecified)	-8
89	COC(=O)[C@]12C[C@H](CC(=O)NCCCCc3ccccc3)C(=O)N(CCc3ccc(OC)c(OC)c3)C1=C[C@H](C(C)(C)C)O[C@@H]2C	21
